High-throughput results (PubChem)
hiPSC survival = increases survival of single human iPS cells; hiPSC single-cell survival, ATPlite luminescence; 100% = ROCK inhibitor wells, 0% = DMSO; 360,000 tested, 0.044% active; survival enhancement, % at 20 µM; in the data active = survival enhancement above about 18%;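 note: cells exposed to compounds for 16 hours before the ATP read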
KKLEB cytotox = CF airway cell cytotoxicity counter-screen | KKLEB CF airway cells viability, ATPlite luminescence, overnight; active compounds read low; cells stimulated with P. aeruginosa culture filtrate | activity change (cytotoxicity), % at 5 µM | 360,000 tested, 0.36% active | AID 602141;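 active = corrected activity change at or below -50% at 5 µM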
NR2E3 ag-1 = NR2E3 (human) agonism; Q9Y5X4; GST-NR2E3/biotin-RetCOR TR-FRET, 1536-well; inhibition of corepressor binding, % at 4.78 µM; 320,000 tested, 0.12% active; AID 2300;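 active = percent inhibition above the cutoff of mean plus 3 SD of all tested compounds, set per screening campaign, cut at about 20% in these data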;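 note: 0% = DMSO wells and 100% = biotin wells as full block of FRET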
Target sequence (Q9Y5X4 whole entry, looked up): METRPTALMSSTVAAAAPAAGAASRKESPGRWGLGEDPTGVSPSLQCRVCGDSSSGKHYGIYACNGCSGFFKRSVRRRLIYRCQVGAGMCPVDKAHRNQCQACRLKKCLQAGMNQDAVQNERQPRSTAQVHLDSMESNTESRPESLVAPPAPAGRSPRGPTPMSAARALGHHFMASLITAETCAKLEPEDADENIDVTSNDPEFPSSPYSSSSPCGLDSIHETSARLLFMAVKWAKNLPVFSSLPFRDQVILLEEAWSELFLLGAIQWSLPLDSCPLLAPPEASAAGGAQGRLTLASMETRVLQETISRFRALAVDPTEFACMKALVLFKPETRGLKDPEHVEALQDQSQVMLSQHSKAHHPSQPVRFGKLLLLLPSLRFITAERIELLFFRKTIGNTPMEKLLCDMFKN
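Material: NR2E3–RetCOR corepressor complex | Quantity: 1.35 nM GST-tagged NR2E3 final | Schedule: 5 h at 4 °C | Replication: Singlicate compound wells | Reagent: RetCOR corepressor, biotinylated, 7 nM | Controls: Biotin wells as high control, 0.6% DMSO wells as low control | Signal: TR-FRET, Eu(K)-anti-GST donor, streptavidin-D2 acceptor, ex 340, em 617/671 nm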
NR2E3 ag-2 = activates human NR2E3 receptor | 360,000 tested, 0.35% active | Q9Y5X4 | CHO-S Gal4-NCOR/VP16-NR2E3 two-hybrid, luciferase | AID 602229 | inhibition of corepressor binding, % at 3.98 µM;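 active = inhibition above the mean of all tested compounds plus 3 SD, cut at about 70% in these data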;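 note: 0% = DMSO with NR2E3 transfected cells and 100% = cells lacking NR2E3 construct; higher means lower luciferase signal from less NR2E3 corepressor binding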
HIF-2a inh = inhibitors of HIF-2a; 360,000 tested, 0.72% active; AID 624352; inhibition, % at 18.8 µM; 786-0 RCC cells HIF-2a reporter, luciferase luminescence, overnight;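 active = inhibition of the luminescence signal of 40% or more relative to plate controls, in a single-dose primary screen at 18.75 µM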
Shn3 3UTR inh = Schnurri-3 reporter inhibition in Clone20 osteoblasts; 360,000 tested, 0.52% active; inhibition, % at 12.5 µM; Clone20 osteoblast Shn3 3'UTR firefly luciferase, 24 h;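 active = mean inhibition of at least 75% with every replicate also reaching 75%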;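 note: 0% = median of neutral control wells and 100% = pilot-screen positive control compound; some compounds past the cut are filed as inactive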
TRAIL sens C8 = caspase-8 TRAIL sensitization | NB7+C8 cells + TRAIL, ATPlite viability luminescence | inhibition (viability loss, TRAIL sensitization), % at 10 µM | 360,000 tested, 1% active | AID 624354;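 active = compounds causing at least 50% loss of cell viability in the single-dose screen, relative to plate controls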
Peg3 prom inh = inhibitors of Peg3 promoter. HeLa PEG-Prom luciferase reporter, luminescence, overnight. inhibition, % at 20 µM. 360,000 tested, 1.7% active;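 active = inhibition of at least 50% at 20 µM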
MITF TRPM1 inh = reduces MITF-dependent TRPM1 promoter luciferase signal; SK-MEL-5 TRPM1 promoter luciferase, 24 h; inhibition, % at 12.5 µM; 330,000 tested, 0.83% active; AID 488899;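 active = mean inhibition across replicates of 60% or more, whatever share of single replicates reaches that level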; note: values of inactives mirror those of a sister screen read the other way
LMP1 NFkB inh = Epstein-Barr LMP1 NF-kappaB reporter inhibition | LMP1-induced NF-kappaB luciferase reporter cells, luminescence | inhibition, % at 12.5 µM | 350,000 tested, 0.69% active | AID 504558; in the data active = inhibition above about 41%;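 note: 0% = neutral control wells and 100% = reference inhibitor control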
CF NFkB block = cystic fibrosis NF-kB activation inhibition; KKLEB NF-kB-GFP reporter, PAF-induced, GFP fluorescence overnight; inhibition, % at 5 µM; 360,000 tested, 0.86% active; AID 588850;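 active = at least 50% inhibition at 5 µM, scaled per plate between neutral and stimulator controls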;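 note: PAF is a Pseudomonas aeruginosa culture filtrate used as stimulus; plate controls were PAF-stimulated DMSO wells for no effect and unstimulated DMSO wells for full effect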
Starred values were filed as active, the others as inactive; · = no result given. The list is partial; rates above refer to the full screens.

cpd	mol	HIF-2a inh	NR2E3 ag-2	Peg3 prom inh	TRAIL sens C8	KKLEB cytotox	LMP1 NFkB inh	hiPSC survival	NR2E3 ag-1	Shn3 3UTR inh	MITF TRPM1 inh	CF NFkB block
1	COc1cc(C(=O)N2CCCCC2c2cc(C(=O)NC(C)C)no2)cc(OC)c1C (stereo unspecified)	8	-10	9	0	7	·	0.7	·	12	·	1
2	O=C(CN1C(=O)CSc2ccc(S(=O)(=O)N3CCCCC3)cc21)NCc1ccccc1	16	-48	-8	-2	1	-8	-0.3	1	10	4	-17
3	O=C(Nc1ccccc1C(=O)O)c1cccc(NS(=O)(=O)c2ccc(Br)cc2)c1	2	-37	2	-10	-4	0	0.7	-5	0	19	-10
4	O=C(Nc1nnc(-c2ccncc2)o1)c1ccccc1F	13	-11	1	-2	-10	2	-0.6	3	0	-5	1
5	CN(c1ccccc1)S(=O)(=O)c1ccc(C(=O)NCCc2ccc(F)cc2)cc1	8	-7	-5	0	4	-8	-0.3	2	-9	4	9
6	O=C(CN1CCCCC1)N1CCCc2ccccc21	9	-21	10	-27	-5	2	-1.9	0	-10	-8	-1
7	COC(=O)c1ccccc1NC(=O)c1c(O)c2c([nH]c1=O)CCCC2	-6	-8	-22	13	-4	-7	-1.1	-1	1	-1	8
8	Nc1[nH]c(=O)nc(Nc2ccccc2)c1N=O	13	-1	10	-4	-5	-1	-0.1	-3	-34	12	0
9	COc1ccc(N(CC(=O)N2CCN(c3cccc(Cl)c3)CC2)S(=O)(=O)c2c(C)noc2C)cc1	10	-23	15	2	-6	8	-0.2	1	30	5	2
10	CC(C)(C)[C@@H]1COC(=O)[C@H](Cc2ccc(F)cc2)CC/C=C\C[C@@H](CC(=O)N(CCO)Cc2ccccc2)C(=O)N1	14	8	20	-5	8	-7	-1.2	·	-25	6	-1
11	Cc1ccccc1OCC(=O)N(Cc1nc(-c2ccccc2)no1)C(C)C	28	-15	20	12	-4	1	-1.4	1	-10	7	4
12	COCCNC(=O)c1ccc(CS(=O)(=O)c2ccc(OC)cc2)o1	8	-6	15	8	-2	0	3.2	-1	0	·	-7

Quoted at random: 2 entries already listed.
cpd	mol	HIF-2a inh	NR2E3 ag-2	Peg3 prom inh	TRAIL sens C8	KKLEB cytotox	LMP1 NFkB inh	hiPSC survival	NR2E3 ag-1	Shn3 3UTR inh	MITF TRPM1 inh	CF NFkB block
12	COCCNC(=O)c1ccc(CS(=O)(=O)c2ccc(OC)cc2)o1	8	-6	15	8	-2	0	3.2	-1	0	·	-7
8	Nc1[nH]c(=O)nc(Nc2ccccc2)c1N=O	13	-1	10	-4	-5	-1	-0.1	-3	-34	12	0

Further entries:
cpd	mol	HIF-2a inh	NR2E3 ag-2	Peg3 prom inh	TRAIL sens C8	KKLEB cytotox	LMP1 NFkB inh	hiPSC survival	NR2E3 ag-1	Shn3 3UTR inh	MITF TRPM1 inh	CF NFkB block
13	COc1ccc(S(=O)(=O)N2CCC(C(=O)NCCC(=O)NCc3ccccn3)CC2)cc1	1	-12	16	-5	9	9	0.2	·	-21	·	-2
14	O=C(NC1=NCCS1)c1ccc(N2CCCC2=O)cc1	-110	-27	-41	5	-7	-14	-1.2	5	-15	-7	16
15	O=C1NCN(c2ccccc2)C12CCN(c1nnnn1-c1ccccc1)CC2	13	4	14	-3	-13	2	4.3	-3	11	2	-2
16	O=C(CC1CCCC1)NNC(=O)c1ccc(Br)cc1	-90	-22	-114	16	1	-1	1.1	2	-38	·	21
17	O=C(CCN1C(=O)/C(=C\c2ccccc2)SC1=S)NNC(=O)c1ccncc1	8	-15	8	-1	-7	·	-0.7	0	·	·	-5
18	Cn1c(=O)c(Sc2ccccc2)c(O)c2ccccc21	15	-30	4	-16	-1	1	0.2	3	-14	-1	-5
19	CC(=O)N1N=C(c2ccccc2)CC1c1ccccc1[N+](=O)[O-] (stereo unspecified)	-94	-50	-44	-7	-17	-4	-0.5	1	-29	-4	10
20	CN1C(=O)OC2(C)CCc3ccccc3C12C (stereo unspecified)	10	-32	13	-6	-9	-4	5.3	-4	-1	-12	-8
21	CCOC(=O)c1csc(Nc2nc3ccc(F)cc3s2)n1	-105	11	-117	17	5	-16	0.4	4	10	18	-30
22	C[C@H]1CN([C@@H](C)CO)C(=O)CCCn2nncc2CO[C@H]1CN(C)C(=O)Cc1ccccc1	-1	-6	-4	-42	8	2	-0.1	·	13	·	6
23	Cc1cccc(C)c1NC(=S)Nc1ccc(F)cc1	2	7	20	-6	-6	1	-2.1	-2	4	10	11
24	CCOc1ccc(NC(=O)[C@H](Cc2ccccc2)NC(=O)C2CCNCC2)cc1	3	-29	0	-4	5	-6	0.5	-2	-8	-8	11
25	CCOC(=O)Cn1c(-c2cccnc2Cl)nc2cc(Cl)c(Cl)cc21	7	-26	0	-18	-10	-5	0.0	1	16	3	6
26	CCCCCC(=O)N1C[C@@H](O)[C@H](n2cc(-c3ccc(F)cc3)nn2)C[C@@H]1c1ccc(OC)cc1	9	-9	8	32	-1	-4	0.0	·	-15	·	-26
27	CCOC(=O)C1(CCOc2ccccc2)CCN(Cc2cccc(F)c2)CC1	18	-8	22	22	-4	5	0.3	0	24	10	10
28	N#Cc1c(Nc2cccc(F)c2)sc2c(O)cc(=O)[nH]c12	13	-29	13	1	9	-5	-0.3	3	9	-2	-1
29	CN(C(=O)CSc1nnc(C(F)(F)F)n1N)C1CCS(=O)(=O)C1 (stereo unspecified)	11	-32	3	-1	25	-9	-0.2	0	-5	8	-21
30	CC(OC(=O)C(C)Oc1ccccc1)C(=O)Nc1ccc(S(=O)(=O)N2CCCCC2)cc1 (stereo unspecified)	14	2	4	-12	1	2	1.1	2	11	-8	-10
31	O=C(C1CCCO1)N1CCN(C(c2ccccc2)c2ccccc2)CC1 (stereo unspecified)	11	-8	-16	-18	1	-4	-0.4	1	2	15	14
32	CCc1ccc(NC(=O)C(C)n2nc(C)c([N+](=O)[O-])c2C)cc1 (stereo unspecified)	-3	25	-7	2	1	-1	-0.4	-2	27	6	5
33	COc1ccc(-c2nnc3c4ccccc4c(C)nn23)cc1	-177	-54	-157	24	6	-21	1.1	0	-75	-19	-47
34	Cc1cnc(C(=O)Nc2nnc(C3CC3)s2)cn1	-51	-27	-64	2	2	0	-1.3	1	-24	-17	-16
35	Cn1nc(-c2ccccc2)c(-c2nc(-c3cccc(C(F)(F)F)c3)no2)c1Cl	19	7	6	5	-9	2	-2.8	3	5	-11	-4
36	O=C(N/N=C/c1ccco1)c1ccncc1	6	-15	12	-4	-4	-6	5.8	0	-30	-3	7
37	COc1ccc(OCC(O)CNC(=O)Nc2ccc(C(C)(C)C)cc2)cc1 (stereo unspecified)	15	11	12	7	-1	6	1.7	-1	24	7	8
38	COc1cccc(NC(=S)NCc2ccccc2)c1	-98	-49	-64	4	4	-12	-0.7	-1	-34	-27	18
39	Cc1ccc(-c2nnn(CC(=O)Nc3nnc(C(C)C)s3)n2)cc1	0	-20	4	-4	8	-6	-0.6	2	5	1	2
40	NC(=O)c1nnn(-c2ccccc2)c1N	11	9	5	-1	-9	7	0.3	2	-9	6	32
41	Cc1ccccc1OCC(=O)Nc1ccccc1C(=O)NC1CC1	-34	-6	16	-2	-8	-9	-0.3	6	-14	-10	-3
42	COc1ccc(CCNC(=O)CSc2nnc(CNc3ccc(Cl)cc3)o2)cc1OC	11	-8	2	-4	9	-1	0.3	2	-5	19	2
43	CC(C)(C)c1ccc(S(=O)(=O)Nc2ccc(C(O)(C(F)(F)F)C(F)(F)F)cc2)cc1	-8	-24	16	5	1	·	0.8	·	22	·	4
44	CC1(C)Oc2ccc(NC(=O)C3COc4ccccc4O3)cc2O1 (stereo unspecified)	-116	8	-101	33	1	-7	-2.5	-4	-72	-13	-24
45	O=C(CSc1nc2c(cnn2-c2ccccc2)c(=O)[nH]1)N1CCCCC1	12	-10	45	-4	0	0	-0.2	1	-8	1	-4
46	O=C(CNC(=O)/C(=C\c1ccc(F)cc1)NC(=O)c1ccccc1)OCc1ccccc1	8	1	1	-11	-8	-5	-3.0	5	-10	12	12
47	COc1ccc(NS(=O)(=O)c2cccc(C(=O)NN=C(C)c3ccco3)c2)cc1	13	8	6	1	-3	-3	-0.4	·	12	13	-5
48	CCOC(=O)N1CCN(C(=O)CN(c2ccc(Oc3ccccc3)cc2)S(C)(=O)=O)CC1	8	-7	5	7	2	4	-3.4	3	19	4	-9
49	COc1ccc(CCNC(=O)CN(c2ccccc2)S(=O)(=O)c2ccccc2)cc1	16	1	25	-17	-8	-10	2.2	·	2	·	-12
50	CCC(CC)NC(=O)COC(=O)CCC(=O)c1ccc(Cl)cc1	20	-24	1	-12	12	3	0.5	6	80	-2	3
51	O=C(CCl)Nc1ccccc1Sc1ccccc1	2	-5	-5	83*	-5	-1	-2.7	0	·	12	4
52	CN(C)N1C(N)=C(C#N)C(c2ccsc2)C2=C1CCCC2=O (stereo unspecified)	2	2	11	-6	3	-2	-2.5	0	-10	-2	-6
53	Cc1ccc(/C=C2/NC(=O)N(Cc3ccccc3F)C2=O)o1	-3	10	6	3	6	10	3.4	-1	45	-4	-18
54	COc1ccc(NC(=O)CCC(=O)OCc2ccc(C(=O)Oc3ccc(Cl)cc3)cc2)cc1	-16	-18	-11	-10	15	-11	0.3	2	-15	5	-8
55	Cc1nc(=O)c(-c2ccccc2)c(C)n1CCO	12	8	4	11	-9	3	0.2	3	5	-14	14
56	O=C(C1c2ccccc2C(=O)N2CCc3ccccc3C12)N1CCN(Cc2ccccc2)CC1 (stereo unspecified)	11	-1	3	9	-1	5	0.2	-1	0	2	-18
57	CC(Sc1nc(N)cc(N)n1)C(=O)NCCC1=CCCCC1 (stereo unspecified)	-3	-17	-24	-5	1	-11	-0.2	1	-3	1	2
58	CCOC(=O)C1Cn2c(nc3c(c2=O)C(C)(CC)Cc2ccccc2-3)S1 (stereo unspecified)	13	-7	10	10	-6	-13	-0.9	3	18	-4	11
59	Cc1cccc(C(=O)OCC(=O)N2CCc3ccccc3C2)c1O	-4	-106	-150	-9	11	-9	1.1	·	-6	-19	7
60	O=C(OCC(=O)c1cccs1)c1ccccc1	-54	-42	-140	0	-23	-14	0.9	4	-180	-20	7
61	CCc1cc(C(=O)c2ccccc2OC)c(N)s1	-5	7	13	-14	-8	1	-2.5	1	9	2	-4
62	COc1ccc(/C=C/c2nc(N)nc(-c3ccccc3O)n2)cc1OC	-109	1	29	-18	14	-7	2.4	-2	-19	0	32
63	N=c1sccn1CC(=O)Nc1cccc(Oc2ccccc2)c1	11	-13	6	30	-10	6	-3.3	-2	-4	-7	-5
64	Cc1cc(-c2ccc(C)c(S(=O)(=O)NCCc3ccc(S(N)(=O)=O)cc3)c2)on1	-6	-4	21	-1	7	2	0.1	0	-10	5	3
65	O=C(CSc1ncnc2ccccc12)Nc1cccc(S(=O)(=O)N2CCOCC2)c1	20	-11	5	-4	4	0	2.9	2	8	3	32
66	CN(CC(=O)Nc1ccc(Cl)c(C(F)(F)F)c1)C(=O)CCCNC(=O)c1ccc(Cl)cc1	-174	-41	-114	45	-5	-8	-0.4	4	-9	-28	-12
